12-LOX inh – inhibitors of human 12S-lipoxygenase ALOX12; 580,000 tested, 1.1% active; Potency, µM (series often up to 108 µM), for inactives: at the highest dose activity change, negative = inhibition, hits mostly inhibitors; purified 12hLO, xylenol orange hydroperoxide absorbance; P18054; AID 1671190; active = well fitted inhibition curve with a large enough effect; inconclusive = small, poorly fitted or top-dose-only effect, or another doubt; inactive = no such curve, though single readings can be large or run the other way
Target sequence (P18054 whole entry, looked up): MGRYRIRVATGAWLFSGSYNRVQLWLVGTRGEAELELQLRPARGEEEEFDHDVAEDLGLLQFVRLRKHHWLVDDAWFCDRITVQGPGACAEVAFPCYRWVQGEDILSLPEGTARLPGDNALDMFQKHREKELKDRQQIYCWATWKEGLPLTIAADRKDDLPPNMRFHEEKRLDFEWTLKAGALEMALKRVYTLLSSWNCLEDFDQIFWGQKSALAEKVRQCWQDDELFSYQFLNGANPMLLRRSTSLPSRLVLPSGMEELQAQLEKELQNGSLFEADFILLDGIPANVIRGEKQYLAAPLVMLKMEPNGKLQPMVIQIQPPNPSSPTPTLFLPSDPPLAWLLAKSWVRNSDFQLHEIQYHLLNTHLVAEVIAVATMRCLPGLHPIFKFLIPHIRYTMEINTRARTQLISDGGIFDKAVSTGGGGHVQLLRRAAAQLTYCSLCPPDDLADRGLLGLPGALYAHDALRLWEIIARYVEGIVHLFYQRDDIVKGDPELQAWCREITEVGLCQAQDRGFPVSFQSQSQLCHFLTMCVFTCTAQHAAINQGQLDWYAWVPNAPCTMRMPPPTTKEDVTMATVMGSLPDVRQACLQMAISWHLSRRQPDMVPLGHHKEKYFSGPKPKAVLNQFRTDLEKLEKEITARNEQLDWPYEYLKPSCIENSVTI
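Hydroperoxide product was detected by ferrous iron/xylenol orange as the 573 to 405 nm absorbance ratio. Arachidonic acid at 40 uM (final) was turned over for 30 min at room temperature by 150 nM human 12hLO, pH 7.0 Hepes buffer, after 15 min compound preincubation.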
Active calls of the source: *; [ ] = another dose, or the depositor's remark. % is scaled to controls: 0 for no effect and ±100 for the full control effect; potency is read from the fitted curve at half-maximal effect. Only part of the results is shown (hit frequency here may not be typical).

What do the screens show for `O=C(NC1CC1)C1CCCN1c1nc2ncccc2o1` (stereo not drawn)?
12-LOX inh: 33.0%[activator][176 µM]

What do the screens show for `CC(C)(CN1CCC(Cc2ccc(C(=O)O)cc2)C1)N1CCOCC1` (stereo not drawn)?
12-LOX inh: -6.2%

How did CCn1c(CNC(C)c2ccccc2)nc2cc(S(=O)(=O)N3CCOCC3)ccc21 (stereo not drawn) do in these assays?
12-LOX inh: 40.0%[activator]

How did O=C1NCCOCCN(S(=O)(=O)c2cccnc2)[C@H]2CCC[C@@H]12 do in these assays?
12-LOX inh: 14.8%

How did Cc1ccc2c(c1)nc1n2[C@@H](CNC2CCN(C)CC2)COC1 do in these assays?
12-LOX inh: 12.5%[176 µM]

Results for COC(=O)CC(NC(=O)c1ccc2c(c1)OCCCO2)c1ccccc1 (stereo not drawn) ?
12-LOX inh: inconclusive

How did CC(=O)Nc1ccc(C(=O)N2Cc3ccccc3OC3(CCN(C(C)=O)CC3)C2)cc1 do in these assays?
12-LOX inh: -1.8%[6.33 µM]

How did COc1cc(C2c3c(n[nH]c3C)Nc3[nH]c(=O)[nH]c(=O)c32)ccc1OC(F)F (stereo not drawn) do in these assays?
12-LOX inh: 0.6%

Results for Cc1cc(=O)c(C(=O)Nc2nnc(C3CC3)s2)nn1-c1ccccc1Cl ?
12-LOX inh: -18.2%

What do the screens show for `O=C(c1cc2cccnn2n1)N1CCOCC1`?
12-LOX inh: 24.5%[176 µM]

How did COC(=O)c1c(NC(=O)c2ccncc2)sc(C(=O)Nc2ccccc2)c1C do in these assays?
12-LOX inh: -6.1%

Results for O=C1CCCC2=C1C(c1cccc(Cl)c1Cl)n1nnnc1N2 (stereo not drawn) ?
12-LOX inh: inconclusive

What do the screens show for `CCn1c(=O)c(=O)[nH]c2cc(C(=O)N3CCCCCC3)ccc21`?
12-LOX inh: -3.0%

How did COc1cccc2cc(C(=O)Nc3cccc(O)c3)c(=O)oc12 do in these assays?
12-LOX inh: -27.9%

How did COc1ccc(CCNC(=O)Cn2nc3n(c2=O)CCCC3)cc1OC do in these assays?
12-LOX inh: 63.2%[activator]

How did Cc1nn(CCO)cc1CN1CCN(C(=O)c2ccoc2)CC(O)C1 (stereo not drawn) do in these assays?
12-LOX inh: 31.2%[activator]

How did c1cc(-c2cc(-c3cn[nH]c3)cn3cncc23)ccn1 do in these assays?
12-LOX inh: 22.3%[176 µM]

What do the screens show for `O=C(NC[C@H]1OC[C@@H](NCc2ccccn2)[C@@H]1O)c1ccccc1`?
12-LOX inh: 25.2%[176 µM]

What do the screens show for `CC(C)[C@H]1COCCS(=O)(=O)N1Cc1ccccc1-c1cccc2c1sc1ccccc12`?
12-LOX inh: -14.1%

What do the screens show for `CNC(=O)N1CCC(C2CCN(C(=O)Cc3ccsc3)C2)CC1` (stereo not drawn)?
12-LOX inh: 6.6%

Results for Cn1c(=O)c2c(nc(NCc3ccccc3)n2Cc2cccc(F)c2)n(C)c1=O ?
12-LOX inh: 9.3%

What do the screens show for `O=C(/C=C/C(=O)OCCCc1ccccc1)OCCCc1ccccc1`?
12-LOX inh: 6.8%

Results for CCCNC(=O)O[C@@H]1CC[C@]2(C)C(CC[C@@H](O)[C@H]2CC(=O)NCc2ccc3c(c2)OCO3)[C@]1(C)CO (stereo partly drawn) ?
12-LOX inh: -2.9%

What do the screens show for `CCc1ccc(/C=C(/C#N)c2nc3ccccc3s2)cc1`?
12-LOX inh: -14.4%

What do the screens show for `Cc1cccc(OCCC(=O)OC(C)C(=O)Nc2ccc(S(N)(=O)=O)cc2)c1` (stereo not drawn)?
12-LOX inh: 38.0%[activator]

Results for CN1CCN(C(=O)CNc2nc(Cl)nc3nc[nH]c23)CC1 ?
12-LOX inh: 2.2%

What do the screens show for `COc1ccc(Cn2c(C3CCN(C(=O)c4ccc(C)c(C)c4)CC3)n[nH]c2=O)cc1`?
12-LOX inh: 9.4%

Results for COCCn1c(=O)c2c(n1Cc1ccccc1)CN(Cc1ccc3[nH]ccc3c1)CC2 ?
12-LOX inh: 7.3%[176 µM]

What do the screens show for `CN1c2cc(C(=O)NC3CCCC3)ccc2C(=O)N2CCCCC21` (stereo not drawn)?
12-LOX inh: 16.7%

What do the screens show for `CCc1cccc2c(C(=O)C(Nc3cccc(CO)c3)c3ccccc3)c[nH]c12` (stereo not drawn)?
12-LOX inh: -103.0%

Results for CC(=O)c1ccc(NC(=O)CC(C)(C)CC(=O)O)cc1 ?
12-LOX inh: 18.6%

Results for CCOC(=O)C1CSCCS(=O)(=O)N1Cc1ccc(C)cc1 (stereo not drawn) ?
12-LOX inh: 0.0%

How did N#Cc1ccc(/C=C(/CC(=O)O)c2nc3ccccc3o2)cc1 do in these assays?
12-LOX inh: inconclusive

Results for CN(C)CCNC1CCN(C)CC1 ?
12-LOX inh: 3.5%

Results for CC(=O)c1ccc(N2CCN(C(=O)c3csc(-c4ccc(C)cc4)n3)CC2)cc1 ?
12-LOX inh: 26.8%

What do the screens show for `O=C1[C@@H]2C[C@@H](O)CN2C2(CN(Cc3c[nH]c4ccccc34)C2)C(=O)N1Cc1cccc(Cl)c1`?
12-LOX inh: inconclusive

How did O=[S+]1([O-])NCC2(CCCN(Cc3ccc(Cl)cc3)C2)Oc2ncccc21 (stereo not drawn) do in these assays?
12-LOX inh: 0.7%[6.33 µM]

Results for CCN1c2cc(C(=O)Nc3ccc(C(F)(F)F)cc3)ccc2C(=O)N2CCCC21 (stereo not drawn) ?
12-LOX inh: -10.5%

Results for N#C/C(=C/C1=Cc2cc(Cl)ccc2OC1)c1nc2ccccc2[nH]1 ?
12-LOX inh: 15.8µM*

Results for CCN(C)C(=O)C(C)N1CCc2onc(-c3ccc(-c4ccccc4)cc3)c2C1 (stereo not drawn) ?
12-LOX inh: -27.8%

Results for CC(C)CN(Cc1cnn(C)c1)C(=O)C1CCC(=O)N(CC2CCCCC2)C1 (stereo not drawn) ?
12-LOX inh: 41.9%[activator]

What do the screens show for `CN(C)[C@@H]1CO[C@H](CNS(C)(=O)=O)[C@H]1O`?
12-LOX inh: 1.9%[176 µM]

How did COC1CCC(C(=O)N2CCc3c(n(Cc4cccnc4)n(-c4ccccc4)c3=O)C2)CC1 (stereo not drawn) do in these assays?
12-LOX inh: -11.5%

Results for COCCN(CCOC)CC[C@@H]1CC[C@H](O)[C@@H](C(=O)NC2CCCCC2)O1 ?
12-LOX inh: -7.2%[176 µM]

How did CN1C(=O)[C@H]2CN(Cc3ccc(C(F)(F)F)cc3)C[C@H]2C1=O do in these assays?
12-LOX inh: -4.2%

What do the screens show for `O=C(NCc1ccco1)c1cc(-c2ccccn2)nc2cc(F)ccc12`?
12-LOX inh: -23.1%

How did COCCOCc1nc(C2CCN(C(=O)Nc3ccc(OC)c(OC)c3)CC2)no1 do in these assays?
12-LOX inh: 51.3%[activator]

Results for CSc1nc(C)c(CCC(=O)NC(C)c2ccc(F)cc2F)c(C)n1 (stereo not drawn) ?
12-LOX inh: -47.3%

A draw from above in order of count of non-hydrogen atoms, smallest number first:
Results for CN(C)CCNC1CCN(C)CC1 ?
12-LOX inh: 3.5%

What do the screens show for `CN(C)[C@@H]1CO[C@H](CNS(C)(=O)=O)[C@H]1O`?
12-LOX inh: 1.9%[176 µM]

How did c1cc(-c2cc(-c3cn[nH]c3)cn3cncc23)ccn1 do in these assays?
12-LOX inh: 22.3%[176 µM]

Results for O=C1CCCC2=C1C(c1cccc(Cl)c1Cl)n1nnnc1N2 (stereo not drawn) ?
12-LOX inh: inconclusive

What do the screens show for `CCn1c(=O)c(=O)[nH]c2cc(C(=O)N3CCCCCC3)ccc21`?
12-LOX inh: -3.0%

What do the screens show for `CN1c2cc(C(=O)NC3CCCC3)ccc2C(=O)N2CCCCC21` (stereo not drawn)?
12-LOX inh: 16.7%

How did COc1cc(C2c3c(n[nH]c3C)Nc3[nH]c(=O)[nH]c(=O)c32)ccc1OC(F)F (stereo not drawn) do in these assays?
12-LOX inh: 0.6%

What do the screens show for `CCc1cccc2c(C(=O)C(Nc3cccc(CO)c3)c3ccccc3)c[nH]c12` (stereo not drawn)?
12-LOX inh: -103.0%

How did COCCOCc1nc(C2CCN(C(=O)Nc3ccc(OC)c(OC)c3)CC2)no1 do in these assays?
12-LOX inh: 51.3%[activator]

What do the screens show for `CC(C)[C@H]1COCCS(=O)(=O)N1Cc1ccccc1-c1cccc2c1sc1ccccc12`?
12-LOX inh: -14.1%

Results for CCCNC(=O)O[C@@H]1CC[C@]2(C)C(CC[C@@H](O)[C@H]2CC(=O)NCc2ccc3c(c2)OCO3)[C@]1(C)CO (stereo partly drawn) ?
12-LOX inh: -2.9%

Later entries:
What do the screens show for `COc1ccc(C(=O)Nc2cc3c(cc2C#N)OCO3)cc1S(=O)(=O)N1CCOCC1`?
12-LOX inh: -16.6%

What do the screens show for `COc1ccc(CNC(=O)c2cc3ccccc3[nH]2)cc1`?
12-LOX inh: -6.3%

What do the screens show for `Cc1cccc2c1NC(=O)C21CC(=O)Nc2c1cnn2-c1ccccc1` (stereo not drawn)?
12-LOX inh: -27.5%

What do the screens show for `O=C(Nc1ccccc1C(F)(F)F)N1CCC(N2CCN(Cc3ccccn3)C(=O)C2=O)CC1`?
12-LOX inh: -1.7%

What do the screens show for `CC(NC(=O)c1cccc(C(F)(F)F)c1)C1CC2CCC1C2` (stereo not drawn)?
12-LOX inh: 35.8%[activator]

How did O=[N+]([O-])c1cnc2ccc(Br)cc2c1N1CCN(CCO)CC1 do in these assays?
12-LOX inh: -30.9%

How did Cc1noc(-c2ccccc2Cl)c1C(=O)NC(C)c1ccccc1 (stereo not drawn) do in these assays?
12-LOX inh: 3.4%

Results for COc1ccccc1C(=O)N[C@@H]1c2ccccc2C2(CCN(Cc3ccc4c(c3)OCO4)CC2)[C@H]1O ?
12-LOX inh: 1.3%

How did CC(NC(=O)c1ccc[n+]([O-])c1)c1ccc2ccccc2c1 (stereo not drawn) do in these assays?
12-LOX inh: -24.0%

What do the screens show for `COc1cccc(-c2[nH]cnc2-c2ccccc2)c1OCCCn1ccnc1`?
12-LOX inh: 21.3%

What do the screens show for `CC(=O)Nc1cc(-c2ccc(=O)n(C(C)C(=O)Nc3c(C)cc(C)cc3C)n2)ccc1C` (stereo not drawn)?
12-LOX inh: 30.4%[activator]

How did O=C1c2ccccc2NC(c2cccc(Cl)c2)N1c1ccc(N2CCOCC2)cc1 (stereo not drawn) do in these assays?
12-LOX inh: 24.6%

What do the screens show for `Cn1cccc1C(=O)N1CCC2(CCC(=O)N(CC3CCCO3)C2)CC1` (stereo not drawn)?
12-LOX inh: 19.2%

What do the screens show for `CCN(CC)S(=O)(=O)c1cc(N2C(=O)CCS2(=O)=O)ccc1OC`?
12-LOX inh: 13.0%

Results for CC(C)c1ccc(CN2CCC3(CC2)OCCN(c2ccc(F)cc2)C3=O)cc1 ?
12-LOX inh: -2.8%[176 µM]

Results for O=C(NCC(=O)N(Cc1cccs1)C1(C(=O)NC2CCCCC2)CCCCC1)c1ccccc1 ?
12-LOX inh: -3.1%

How did CC(C)CN1C(=O)c2cccn2CC1CNC(=O)c1ccccc1 (stereo not drawn) do in these assays?
12-LOX inh: 28.8%

What do the screens show for `COc1ccc(C(=O)N2C[C@@H]3C[C@H](C2)c2ccc(NS(=O)(=O)c4ccccc4C#N)c(=O)n2C3)cc1`?
12-LOX inh: -1.7%

How did COc1ccc(C2(C(=O)N3CCCCCNC(=O)CC3c3ccccc3)CC2)cc1 (stereo not drawn) do in these assays?
12-LOX inh: 6.6%

How did COc1ccccc1N1CCN(C(=O)CC[C@]23CC[C@](C)(O)C[C@H]2C(C)(C)C[C@@H]3NC(=O)c2ccc(C(F)(F)F)cc2)CC1 do in these assays?
12-LOX inh: -12.2%

How did COc1ccc(S(=O)(=O)N2CCOCC2)cc1NC(=O)c1cc2c(C)nn(CC(C)C)c2s1 do in these assays?
12-LOX inh: 9.4%

Results for CN(C)C[C@@H]1CN(c2ncccn2)C[C@H]1NC(=O)c1cccc(C#N)c1 ?
12-LOX inh: 34.1%[activator]

Results for O=C(O)CC1(CC(=O)N[C@H]2C[C@@](O)(C(=O)N[C@H]3CCCNC3=O)C[C@@H](O)[C@@H]2O)CCCC1 ?
12-LOX inh: 9.5%

Results for COc1ccc(NC(=O)N2CCc3c(C(=O)NCCCN(C)C)cccc32)cc1 ?
12-LOX inh: 21.2%

How did CCCCCCCC(=O)N/N=C/C(C)=N/NC(=O)CCCCCCC do in these assays?
12-LOX inh: -40.8%

Results for C#CCNC(=O)C[C@@H]1O[C@H](CNC(=O)c2ccc(C)cc2)[C@@H](O)[C@H]1O ?
12-LOX inh: -6.1%[176 µM]

How did O=C(NC[C@H]1Cn2c(-c3ccc(Cl)cc3)cnc2CO1)c1cccnc1 do in these assays?
12-LOX inh: 1.7%[176 µM]

What do the screens show for `O=C(O)c1cc(Cl)c(Br)c(Cl)c1`?
12-LOX inh: inconclusive

What do the screens show for `COCc1c(C(=O)N2CC3CCC2C3)cnn1-c1nccc(-c2ccccc2OC)n1` (stereo not drawn)?
12-LOX inh: 3.9%

How did CCCn1ccnc1SCC(=O)Nc1sc2c(c1C#N)CCCC2 do in these assays?
12-LOX inh: inconclusive

Results for Cc1nc2ccccc2c(-c2ccccc2)c1C(=O)/C=C/c1ccccc1 ?
12-LOX inh: -23.9%

Results for Cc1ccc(-c2nc(CN3CCCC3c3cc(C)no3)co2)cc1 (stereo not drawn) ?
12-LOX inh: -25.3%

How did O=C(NCC(=O)N1CCCC1c1ccccc1)c1ccc(Cl)cc1 (stereo not drawn) do in these assays?
12-LOX inh: -13.4%

How did Cc1cccc(CNc2nc(-c3cccc(NS(C)(=O)=O)c3)nc3ccccc23)c1 do in these assays?
12-LOX inh: inconclusive

Results for COC(=O)c1cc2c(Cl)c(Cl)ccc2[nH]1 ?
12-LOX inh: -31.4%

What do the screens show for `CC(C)Oc1ccc(C(=O)N2CC(c3nnc(-c4ccncc4)o3)C3(CCOCC3)C2)cc1` (stereo not drawn)?
12-LOX inh: 37.5%[activator]
